# Assay outcomes: PubChem, Broad Institute
# RAD54 branch: RAD54 (human) branch migration inhibition; Q92698; RAD54 Holliday junction branch migration, FAM/BHQ fluorescence; inhibition, % at 10.4 µM; 360,000 tested, 0.14% active;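 active = mean normalized replicate activity at least 40 and at least half of replicates scoring 40 or more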;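 also: 0% = median of neutral control wells and 100% = median of positive control wells; inhibitors cause a drop in the FAM fluorescence signal; in these data hits start at about 50%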
# RAD52 inh: inhibitors of human RAD52 DNA annealing. recombinant RAD52 DNA annealing, FRET fluorescence. inhibition, % at 18.7 µM. 360,000 tested, 0.46% active;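 active = every replicate showing at least 50% inhibition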
# Target sequence (P43351 whole entry, looked up): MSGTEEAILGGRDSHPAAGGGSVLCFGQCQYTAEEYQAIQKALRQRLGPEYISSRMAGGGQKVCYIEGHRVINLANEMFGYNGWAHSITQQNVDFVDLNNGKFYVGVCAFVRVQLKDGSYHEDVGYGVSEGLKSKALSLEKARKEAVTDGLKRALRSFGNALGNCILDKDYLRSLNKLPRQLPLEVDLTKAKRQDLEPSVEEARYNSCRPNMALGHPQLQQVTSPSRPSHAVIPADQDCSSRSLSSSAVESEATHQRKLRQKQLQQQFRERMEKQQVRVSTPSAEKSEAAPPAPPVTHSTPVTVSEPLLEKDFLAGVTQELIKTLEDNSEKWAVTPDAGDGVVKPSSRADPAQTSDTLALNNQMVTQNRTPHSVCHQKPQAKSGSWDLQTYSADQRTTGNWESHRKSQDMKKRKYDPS
# esBAF inh: blocks esBAF chromatin remodeling in mouse ES cells. Bmi1-luciferase knock-in reporter, 24 h; 100% = twice the neutral-well signal. reporter increase, % at 12.5 µM. AID 602393. 350,000 tested, 2% active; in the data active = activation above about 40%;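 also: 0% = median of the plate's neutral control wells and 100% = double that signal; a rise in the Bmi1 reporter signal indicates esBAF inhibition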
# S100A4 MyoIIA: blocks human S100A4 binding to myosin IIA peptide; 360,000 tested, 0.14% active; P26447; S100A4/TAMRA-MyoIIA peptide fluorescence polarization; inhibition, % at 10.7 µM; AID 652163;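 active = mean inhibition of at least 70% across replicates, with every replicate also reaching that level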
#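 assay system = human S100A4 monomer with TAMRA-labelled myosin IIA peptide | also added = labelled myosin peptide probe, 5 nM | incubation = 5 min between mix addition and reading | control set = DMSO and TFP controls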
# EWS-Fli inh: inhibitors of EWS/Fli oncoprotein transcriptional activity; A673 NR0B1-luciferase reporter, viability-normalised; inhibition, % at 12.6 µM; 350,000 tested, 0.67% active; AID 651661;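 active = mean inhibition of at least 50% after viability correction, with every replicate also passing that limit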;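 also: firefly luciferase signal divided by Alamar Blue viability fluorescence both relative to DMSO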
# XiGFP reactiv: X-chromosome reactivation activator; XiGFP mouse fibroblasts, % GFP-positive cells imaging, 3 d; cells co-treated with 5-aza-dC sensitizer; scaled so ellipticine positive control = 100%; activation, % at 7.58 µM; AID 743238; 360,000 tested, 0.055% active;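 active = mean normalized replicate activation at least 10% and every replicate at or above 10%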;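 also: 0% = median of on-plate neutral control wells and 100% = ellipticine 6 µM median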
#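 System: XiGFP fibroblasts, SV40-immortalized. Medium: DMEM plus 5-aza-dC sensitizer. Doses: single point. Timing: 3 d treatment, 15 min room-temperature fixation. Control set: ellipticine 6 µM.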
# E-selectin induc: E-selectin induction on HUVECs. P16581. HUVEC E-selectin immunofluorescence imaging; normalized: neutral wells 0, TNF-alpha wells 100. activation, % at 7.58 µM. 260,000 tested, 0.37% active. AID 686992;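 active = mean E-selectin-positive cell signal at least 10% of the positive control, reached in at least 60% of replicates, without over 20% cell loss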;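 also: in these data hits start at about 27%; measured in HUVEC primary endothelial cells; signal is the percent of cells scored E-selectin positive by PE staining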
# Target sequence (P16581 whole entry, looked up): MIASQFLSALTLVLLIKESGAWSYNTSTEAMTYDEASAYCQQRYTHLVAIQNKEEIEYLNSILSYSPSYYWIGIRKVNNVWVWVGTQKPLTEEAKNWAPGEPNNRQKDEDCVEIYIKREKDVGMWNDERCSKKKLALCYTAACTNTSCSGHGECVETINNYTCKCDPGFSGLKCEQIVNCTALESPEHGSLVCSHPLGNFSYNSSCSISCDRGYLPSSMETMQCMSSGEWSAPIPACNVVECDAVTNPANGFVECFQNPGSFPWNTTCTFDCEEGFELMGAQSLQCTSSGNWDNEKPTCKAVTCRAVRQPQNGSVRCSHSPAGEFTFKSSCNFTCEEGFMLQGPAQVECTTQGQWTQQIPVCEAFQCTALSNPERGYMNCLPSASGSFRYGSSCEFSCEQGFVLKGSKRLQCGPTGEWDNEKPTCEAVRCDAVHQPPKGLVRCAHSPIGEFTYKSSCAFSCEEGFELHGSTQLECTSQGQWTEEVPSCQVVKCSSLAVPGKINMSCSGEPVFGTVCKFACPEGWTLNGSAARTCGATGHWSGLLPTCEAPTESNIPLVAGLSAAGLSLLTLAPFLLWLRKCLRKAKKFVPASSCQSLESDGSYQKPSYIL
#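 Assay system: HUVEC primary endothelial cells. Input: 3,000 HUVEC seeded per well. Doses: one compound dose added by pin transfer. Read-out basis: % PE-positive cells. Benchmarks: TNF-alpha high, DMSO low. Detection: immunofluorescence imaging. Buffer or medium: EGM-2, gelatin.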
# FN deposition inh: fibronectin deposition inhibition; inhibition, % at 12.6 µM; 350,000 tested, 0.086% active; AH1F fibroblasts, Alexa488-fibronectin deposition fluorescence, overnight;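 active = mean inhibition across replicates of 30% or more, regardless of how many single replicates reach that level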;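 also: positive control wells lacked labelled fibronectin entirely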
#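 Assay system: AH1F fibroblasts assembling fluorescent fibronectin matrix; Amount: 10000 AH1F cells per well; Buffer or medium: DMEM, 2% serum; Probe or stimulus: Alexa488-fibronectin, 24 nM final in well; Doses: single compound dose, delivered by pin transfer; Incubation: 1 h adhesion, overnight exposure; Measured by: fluorescence 485/525 nm; Read-out: fibronectin deposition inhibition.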
# Starred values were filed as active, the others as inactive; / = no result given; & = joins results of further samples.
Molecule	RAD54 branch	RAD52 inh	esBAF inh	S100A4 MyoIIA	EWS-Fli inh	XiGFP reactiv	E-selectin induc	FN deposition inh
Cc1[nH]c2ccc(Br)cc2c(=S)c1C/C=C/Cl	-0.9	-12.4	4.0	-8.0	3.9	-0.1	3.5	-12.7
Cc1ccc(S(=O)(=O)N(C)C[C@H]2OCCCC[C@@H](C)Oc3ccc(NC(=O)Nc4ccccc4)cc3C(=O)N([C@@H](C)CO)C[C@@H]2C)cc1	18.3	-10.1	-0.9	7.8	-5.0	0.2	/	-6.8
Cc1ccc(NC(=O)NC2=N/C(=C(/C#N)C(=O)N3CCCC3)c3ccccc32)cc1	1.8	/	28.5	/	/	/	0.3	-4.6
CC(=O)N/C(=C\c1ccccc1)C(=O)OCC(=O)c1c(N)n(C)c(=O)n(C)c1=O	5.4	-9.3	-1.4	-5.9	1.4	-0.1	-0.3	3.2
COc1ccc(N(CC(=O)Nc2cc(C)cc(C)c2)S(=O)(=O)c2ccccc2[N+](=O)[O-])c(OC)c1	/	-51.7	/	3.1	-2.2	0.4	-0.2	0.0
Cc1cccc(NC(=O)CNC(=O)C23CC4CC(CC(Cl)(C4)C2)C3)n1	/	-4.6	-2.1	-33.3	-5.2	0.5	0.1	-3.4
CC1=C(C(=O)Nc2cc(C(=O)N3CCN(c4cccc(C)c4C)CC3)ccc2C)SCCO1	-8.7	4.8	2.2	-0.2	/	0.0	-0.1	-6.7
COC(=O)c1sccc1N/N=C/c1ccc(OC)c(OC)c1OC	-6.1	-10.6	52.5*	-13.7	-104.9	0.5	-1.1	-1.7
CCCCn1c(N)c(N(CC(C)C)C(=O)CC(NC(=O)c2ccccc2)c2ccccc2)c(=O)[nH]c1=O (stereo not given)	/	-4.4	/	-0.7	-7.6	0.0	0.9	-0.2
CN1C(=O)c2cc(NC(=O)c3cccs3)ccc2OC[C@H]2O[C@H](CC(=O)NCCN3CCCCC3)CC[C@H]21	6.6	3.3	4.0	-0.5	-1.0	0.2	0.0	8.7
COc1cccc(CNC(=O)C2CCC(CNS(=O)(=O)c3cccc4nsnc34)CC2)c1 (stereo not given)	-1.8	1.4	9.6	-4.7	3.5	0.1	0.1	1.7
CC(C)N1C(=O)CCC1C(=O)N1CCC(Cc2ccccc2)CC1 (stereo not given)	-3.2	-6.9	7.6	3.7	3.8	0.3	-1.7	8.0
CCCCNC(=S)NNC(=O)C1=NN(c2cc(C)ccc2C)C(=O)CC1	-11.4	-2.5	-7.5	11.6	5.4	0.0	/	4.0
Cn1[nH]c2c(c1=O)[C@H](c1ccc(F)cc1)O[C@H](CCc1ccccc1)C2	-11.7	-2.4	-5.4	2.9	-7.0	0.0	0.1	-2.6
CCOc1ccc(CCNC(=O)COc2cccc(-n3cnnn3)c2)cc1OCC	-1.0	-10.2	2.8	7.5	4.7	0.0	-0.1	-1.3
O=C(NCCCC(=O)N1CCCCC1)c1ccc(Cl)cc1	-2.5	-10.3	/	-10.3	/	0.2	/	-21.3
CCCCN(C)C(=O)c1cc2cc([N+](=O)[O-])cc(OC)c2oc1=O	3.7	-7.3	-1.8	-5.4	2.7	0.0	-0.2	10.7
C=CCn1c(SCC(=O)NC)nnc1C12CC3CC(CC(C3)C1)C2	-5.0	-24.3	-4.5	1.0	-0.6	0.4	0.0	1.3
CCOC(=O)c1ccc(N=C2SC(C(=O)NCCc3ccccc3)CC(=O)N2C)cc1 (stereo not given)	-4.4	-7.0	-8.1	7.0	5.6	0.1	5.8	-19.3
Nc1nc2ccc(C(=O)Nc3ccc(N4CCOCC4)cc3)cc2s1	9.6	-8.4	51.4*	-15.9	-28.9	0.6	6.4	/
CNC[C@@H]1Oc2cc(C#CCOC)ccc2S(=O)(=O)N([C@H](C)CO)C[C@H]1C	/	/	-0.1	/	-1.4	-0.3	0.4	/
CC[C@@H](C)[C@@H]1CN([C@@H](C)CN2CCC[C@H]2CN2C(N)=NC[C@H]2CC(C)C)C(=N)N1CCCC1CCCC1	7.1	36.1	-4.1	2.0	6.4	0.0	0.4	-0.2
CCCCNC(=O)C1(C)CCN1C(=O)c1ccc(C(F)(F)F)nc1C (stereo not given)	-12.1	-5.4	-0.4	-2.1	-1.6	0.2	-0.3	-4.3
CCCCCN(C(=O)CCC(=O)OCc1cccc(Cl)c1)c1c(N)n(CCCC)c(=O)[nH]c1=O	-9.7	-10.2	6.0	-2.3	10.4	-0.1	/	-7.1
Cc1cc(Cl)nc2ccc(Cc3ccc4nc(Cl)cc(C)c4c3)cc12	/	-29.1	/	-2.0	1.9	0.1	0.2	3.4
C[C@H]1CN([C@@H](C)CO)C(=O)c2cccc(NC(=O)C3CCCCC3)c2O[C@H]1CN(C)Cc1ccncc1	-3.2	-5.7	1.4	-10.7	1.6	0.0	0.3	/
CCC(C)[C@H](NC(=O)N1CCC(Cc2ccccc2)CC1)C(=O)O (stereo not given in full)	5.6	-12.9	-3.4	-2.8	5.2	0.0	0.3	0.9
S=C(SCc1nc(-c2ccc(Cl)cc2)no1)N1CCSCC1	/	-13.7	/	3.1	-100.3	0.0	-0.5	5.0
Cc1nn(C)c(C)c1/C=N/NC(=O)CCn1nc(C)c([N+](=O)[O-])c1C	-4.3	/	-6.0	/	/	0.0	/	4.8
COc1ccc(OC(=O)N(C)C[C@H]2OCc3cn(nn3)CCCC(=O)N([C@H](C)CO)C[C@H]2C)cc1	-13.4	5.5	1.8	0.6	0.5	0.3	1.0	-0.1
CCC(C)NCC(=O)Nc1ccc(S(N)(=O)=O)cc1 (stereo not given)	/	-16.5	/	-5.2	4.3	0.1	/	-3.6
O=C(CSc1nnc(NC(=O)c2ccccc2C(=O)O)s1)Nc1ccccc1Cl	/	-12.9	-1.9	-2.0	1.4	0.3	/	-4.7
C[C@@H]1CN([C@@H](C)CO)S(=O)(=O)c2ccc(C3=CCCC3)cc2O[C@H]1CN(C)C(=O)c1ccc(F)cc1	-2.0	8.7	-0.3	1.4	10.2	0.0	0.3	-3.4
COc1ccccc1N(CC(=O)NCCSc1ccccc1)S(=O)(=O)c1ccccc1	3.2	-11.3	/	-5.0	5.0	0.1	/	-4.9
FC(F)Oc1cccc(NC(=S)N2CCN(c3ccccn3)CC2)c1	4.1	-10.9	-2.0	2.7	-17.9	0.5	/	2.4
CCc1nnc(NC(=O)CSc2nnc(CNc3ccc(C)cc3)n2C)s1	-6.0	-12.8	3.0	11.6	8.1	-0.1	0.0	9.9
C[C@@H]1CCCCO[C@H](CN(C)C(=O)Nc2ccc3c(c2)OCO3)[C@H](C)CN([C@H](C)CO)C(=O)c2cc(NC(=O)CCC(F)(F)F)ccc2O1	-6.4	-6.8	2.5	0.3	7.1	-0.8	1.8	/
O=C(Nc1cc(Cl)cc(Cl)c1)C(NCC1CCCO1)c1ccccc1 (stereo not given)	/	-27.5	-7.3	2.4	-3.2	0.2	/	7.6
Cc1ccc(-n2nc3c(=O)n(C(C)C(=O)NCc4ccc5c(c4)OCO5)nc(C)c3c2C)cc1 (stereo not given)	-14.2	-4.0	1.9	-32.5	/	0.0	/	15.0
CS(=O)(=O)N1N=C(c2cccs2)CC1c1ccc(F)cc1 (stereo not given)	-0.6	-33.1	7.3	-7.4	-13.7	0.7	/	-2.0
C[C@H](CO)N1C[C@H](C)[C@@H](CN(C)C(=O)Nc2ccc3c(c2)OCCO3)OCc2cnnn2CCCC1=O	6.5&8.9	7.4&-3.8	17.6&17.5	-3.8&46.1	-29.8&-36.5	0.2&0.0	-0.3	14.1&4.2
O=C(NCc1ccccc1)[C@@H]1CCCN1C(=O)[C@H]1CCCN1C(=O)c1ccccc1	/	1.9	/	1.4	-10.0	0.1	-0.1	9.5
O=C(NC1CCCCC1)c1cc(S(=O)(=O)N2CCCCC2)ccc1N1CCOCC1	-13.1	-7.6	7.5	-1.8	1.4	-0.1	-0.1	2.2
Cc1cccc(-c2ccc([C@@H]3[C@H](CO)N4CCCCN(C(=O)c5cccnc5)C[C@@H]34)cc2)c1	-6.7	12.1	/	-15.7	-7.7	0.0	-0.2	/
CCOC(=O)CN=C1CC(C)(C)CC2=C1Sc1ncnc(N(C)C)c1N2	-4.8	-91.7	-3.6	9.6	10.4	/	/	/

# Next part; it opens with the 3 that closed the last part.
Molecule	RAD54 branch	RAD52 inh	esBAF inh	S100A4 MyoIIA	EWS-Fli inh	XiGFP reactiv	E-selectin induc	FN deposition inh
O=C(NC1CCCCC1)c1cc(S(=O)(=O)N2CCCCC2)ccc1N1CCOCC1	-13.1	-7.6	7.5	-1.8	1.4	-0.1	-0.1	2.2
Cc1cccc(-c2ccc([C@@H]3[C@H](CO)N4CCCCN(C(=O)c5cccnc5)C[C@@H]34)cc2)c1	-6.7	12.1	/	-15.7	-7.7	0.0	-0.2	/
CCOC(=O)CN=C1CC(C)(C)CC2=C1Sc1ncnc(N(C)C)c1N2	-4.8	-91.7	-3.6	9.6	10.4	/	/	/
Cc1cc(Nc2ccc3c(c2)OCCO3)c2ccccc2n1	/	3.6	/	1.0	-8.3	0.0	/	-2.5
OCc1cc(-c2ccccn2)no1	-5.8	-12.1	-4.2	0.7	-5.3	0.0	0.4	-4.3
COc1ccccc1C(=O)NNC(=O)CCC(=O)NCc1ccccc1	0.9	-6.9	2.3	-3.4	4.8	0.2	-2.6	1.0
C/C(=N\NC(=O)c1ccc2c(c1)OCCO2)c1ccccc1	14.2	2.5	-44.1	0.0	-0.6	0.4	-0.2	12.5
O=C1NC(c2ccccc2O)Nc2ccccc21 (stereo not given)	-14.8	-2.5	9.3	-2.0	1.6	0.0	/	-1.9
CC(=O)N(C)c1ccc(N=NC2C(=O)N(C(N)=S)N=C2C)cc1 (stereo not given)	-0.9	-6.2	2.4	-4.4	-73.7	0.0	/	-0.9
Cc1ccccc1OC(=O)CCC(=O)OCCCC(F)(F)C(F)(F)F	-6.2	-1.8	-4.4	-0.4	10.4	/	/	/
C[C@@H]1CCCCO[C@H](CN(C)S(=O)(=O)c2ccccc2)[C@@H](C)CN([C@@H](C)CO)C(=O)c2cc(NC(=O)NC3CCCCC3)ccc2O1	-9.1	-5.9	-2.7	-21.3	-3.3	0.0	-0.2	-0.9
Cc1ccc(C(C)NC(=S)NC2CCCCC2)c(C)c1 (stereo not given)	-3.1	-3.5	/	-4.0	/	0.0	-0.1	-6.8
Cc1ccc(S(=O)(=O)N(C)C)cc1NC(=S)NC12CC3CC(CC(C3)C1)C2	/	9.1	2.2	0.6	-5.8	0.2	0.0	8.0
OC(COC(c1ccccc1)c1ccccc1)CN1CCN(c2cccc(Cl)c2)CC1 (stereo not given)	13.1	-9.8	-32.6	-1.2	2.1	0.4	0.1	3.6
C[C@@H]1CN([C@@H](C)CO)C(=O)c2cccc(NC(=O)C3CCOCC3)c2O[C@H]1CN(C)S(=O)(=O)c1cn(C)cn1	5.1	-12.3	-5.8	5.5	-8.4	0.1	0.1	-8.7

# Outcome played no part in choosing rows; any-hit rate near 3%.
